Assay outcomes deposited in PubChem BioAssay by several laboratories.
SV40 large T antigen: SV40 large T antigen inhibitors, biochemical (AID 1903) | hit rate 0.39% among 310,000 | SV40 large T antigen ATPase/helicase inhibition assay; higher % means a stronger effect | inhibition, % at 20 µM, or IC50 in µM where a hit was titrated; in the data active means a potency from the dose series; inconclusive means inhibition mostly from about 32% at the one dose, without a potency; inactive means the rest, 99 in 100 with inhibition below about 32%; further: strong numbers were not always called active
GPR55 activation: GPR55 agonists via beta-arrestin recruitment, primary screen, imaging, U2OS cells, beta-arrestin-GFP redistribution (AID 1961) | U2OS GPR55 beta-arrestin-GFP redistribution imaging; higher % means a stronger effect | hit rate 0.048% among 290,000 | activation, % at 10 µM, or EC50 in µM where a hit was titrated | G-protein coupled receptor 55 (Homo sapiens);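 active means activation above 40% with more than 50 cells counted in the well; inconclusive means wells holding fewer than 50 cells, flagged as toxic or sparse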;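 further: U2OS osteosarcoma cells stably expressing GPR55 and beta-arrestin-GFP; plate controls were DMSO negative control for no effect and LPI positive control for full effect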
Rac1 GTP hydrolysis: MgcRacGAP GTPase-activating activity inhibitors, confirmation, biochemical, ADP Hunter fluorescence. hit rate 0.6% among 340,000. AID 624330, 2012. inhibition, % at 30 µM, or IC50 in µM where a hit was titrated. Rac GTPase-activating protein 1 (Homo sapiens). MgcRacGAP-stimulated Rac1 GTP hydrolysis, ADP Hunter fluorescence; higher % means a stronger effect; GST-tagged Rac1 F28L mutant substrate;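 active means first-screen hits whose inhibition reached a set limit at any dose in the follow-up dose series; inconclusive means inhibition above the set first-screen limit but never retested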;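 further: fluorescence reports GDP produced by GAP-driven GTP hydrolysis; strong numbers were not always called active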
GPR35 antagonists: GPR35 antagonists blocking zaprinast-driven arrestin recruitment, primary screen, imaging, U2OS, beta-arrestin-GFP, zaprinast agonist (AID 2058) | inhibition, % at 10 µM; hits with a dose series show IC50 in µM | U2OS GPR35 beta-arrestin-GFP translocation imaging, zaprinast antagonism; higher % means a stronger effect | G-protein coupled receptor 35 (Homo sapiens) | hit rate 0.052% among 290,000;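 active means inhibition of at least 50% with at least 30 cells and total cytoplasm GFP at most 10,000,000; inconclusive means under 30 cells or total GFP of 10,000,000 plus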
T cell modulator: modulators of CD8 T cell-vesicle binding, primary screen, mouse 2C CD8+ T cells, flow cytometry. AID 2052, 2009. calls only at 7 µM. hit rate 0.068% among 330,000. 2C CD8+ T cell-vesicle binding; hits give low values;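 active means response, share of CD8 T cells binding vesicles, and their 90th percentile fluorescence all below set limits, cut at about 80% in these data, passing the limit was not always enough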
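material = purified 2C TCR transgenic mouse naive CD8+ T cells | controls = Unloaded micro-vesicles (low), QL9 vesicles with 0.7% DMSO (high) | detection = cytometric PE anti-B7-1 and Alexa647 anti-CD8 signals after 1% paraformaldehyde fixation | incubation = binding step 1.5 h, 37 °C, antibody labelling 20 min, ice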
LYP inhibition: inhibitors of LYP phosphatase, biochemical, fluorescence intensity, uHTS (AID 1779); inhibition, % at 11.5 µM; hits with a dose series show IC50 in µM; Tyrosine-protein phosphatase non-receptor type 22 (Homo sapiens); hit rate 0.054% among 290,000; recombinant LYP phosphatase, fluorescence intensity; higher % means a stronger effect; in the data active means inhibition above about 50%;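 further: plate controls were vehicle with enzyme for no effect and no enzyme for full effect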
Hep lipid drop: inhibitors of hepatocyte lipid droplet formation, primary screen, imaging, high-throughput imaging, BODIPY stain; hit rate 0.4% among 240,000; AML12 mouse hepatocytes, oleate lipid droplets; inhibition, % at 6.5 µM;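 active means lipid droplet intensity inhibited by at least 50%, with more than 500 cells counted; inconclusive means wells with under 300 cells, treated as cytotoxic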
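Material – AML12 mouse liver cells · Also added – oleate loading, 100 µM · Compound dosing – 6.5 µM single-point dosing · Times – overnight treatment with compound plus oleate · Measured by – fluorescence imaging, 20x objective, two fields per well · Read-out – percent inhibition of filter-corrected integrated lipid droplet intensity per well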
NTR1 agonist: agonists of NTR1, primary screen, imaging, U2OS cells, beta-arrestin-GFP, high content (AID 493036); NTR1-U2OS beta-arrestin-GFP spot imaging, agonist mode; hit rate 0.17% among 330,000; activation, % at 20 µM; Neurotensin receptor type 1 (Homo sapiens), P30989;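 active means activation at or above 40% of the spot to cytoplasm intensity ratio, with at least 20 cells analyzed; inconclusive means wells under 20 cells, flagged as cytotoxic or low count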;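 further: 0% = DMSO without peptide and 100% = 100 nM NTR1 peptide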
Target sequence (P30989 whole entry, looked up): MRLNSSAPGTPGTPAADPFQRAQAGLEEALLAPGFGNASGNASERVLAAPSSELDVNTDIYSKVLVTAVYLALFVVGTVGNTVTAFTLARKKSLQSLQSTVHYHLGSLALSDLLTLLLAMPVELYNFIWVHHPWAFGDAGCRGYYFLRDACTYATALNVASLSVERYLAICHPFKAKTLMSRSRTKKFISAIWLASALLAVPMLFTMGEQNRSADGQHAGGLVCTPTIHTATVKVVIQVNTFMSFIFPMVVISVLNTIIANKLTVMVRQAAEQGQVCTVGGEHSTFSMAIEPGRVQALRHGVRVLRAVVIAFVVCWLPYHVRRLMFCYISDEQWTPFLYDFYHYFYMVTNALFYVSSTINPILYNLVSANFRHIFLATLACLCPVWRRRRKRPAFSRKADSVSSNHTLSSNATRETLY
GPR55 antagonists: GPR55 antagonists blocking LPI-driven arrestin recruitment, primary screen, imaging, U2OS, beta-arrestin-GFP, LPI agonist (AID 2013); G-protein coupled receptor 55 (Homo sapiens); U2OS GPR55 beta-arrestin-GFP translocation imaging, LPI antagonism; higher % means a stronger effect; one-dose inhibition, % at 10 µM; IC50 in µM for titrated hits; hit rate 0.13% among 290,000;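 active means spots per cell inhibited over 60%, with over 100 cells counted and total cytoplasm intensity under 500,000; inconclusive means wells with under 100 cells, flagged as likely toxic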;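 further: U2OS cells stably carrying GPR55 and arrestin-GFP stimulated by 5 µM LPI near EC80; imaged beta-arrestin-GFP aggregate spots per cell after agonist stimulation; plate controls were LPI-stimulated DMSO wells for no effect and DMSO wells without LPI for full effect; some results filed as inactive read as strong as hits; confirmed hits need IC50 under 10 µM and bright autofluorescent wells are also inconclusive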
Hep lipid drop cells 6.5 µM: also measured in Hep lipid drop; calls as there; cell count; measured here: cell count, cytotoxicity flag;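 cells counted across two imaged fields per well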
T cell modulator vesicle-bound %: further read-out of T cell modulator, marked with its call; double positive events, %; measured here: CD8+ vesicle-bound cell fraction;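 binding gate set so that unloaded-vesicle control wells show 10% double positive cells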
NTR1 agonist cell count 20 µM: recorded beside NTR1 agonist, whose call it bears; cell count; measured here: cell count, cytotoxicity flag
Numbers without * were called inactive; i = inactive; ? = inconclusive; / = no result given.

structure,T cell modulator vesicle-bound %,GPR55 activation,T cell modulator,GPR35 antagonists,NTR1 agonist,NTR1 agonist cell count 20 µM,Hep lipid drop,GPR55 antagonists,LYP inhibition,Hep lipid drop cells 6.5 µM,SV40 large T antigen,Rac1 GTP hydrolysis
COc1ccc(/C=N/NC(=O)c2c(Br)cnn2C)c2ccccc12,33.3,0.3%,i,-3.7%,0.8,53,2.5,7.1%,-5.0%,875,6.6%,7.3%
COc1ccccc1C(=O)COC(=O)c1cccc(S(=O)(=O)N2CCCC2)c1,51.5,-0.1%,i,-5.4%,0.1,67,-0.3,19.2%,-2.6%,842,15.2%,8.8%
CC(=O)/C(N=Nc1ccc(C(=O)O)cc1)=C(\C)O,50.2,-0.1%,i,7.4%,0.8,58,1.6,8.2%,-4.5%,697,15.4%,4.3%
Cc1cc(N2CCN(c3ccc(F)cc3)CC2)nc(-c2ccccc2)n1,53.2,-0.2%,i,-0.8%,3.7,41,2.4,-4.0%,-0.4%,735,5.8%,9.0%
COc1ccc(NC(=O)CS(=O)(=O)c2cn(CC(=O)N3CCOCC3)c3ccccc23)cc1OC,39.5,0.3%,i,-1.3%,-0.2,51,3.1,13.4%,-4.1%,625,7.7%,11.8%
CN(CC(=O)NC1CCCC1)S(=O)(=O)c1cnc[nH]1,1.0,-0.3%,i,-1.7%,0.5,43,11.2,9.3%,-9.1%,696,23.5%,3.5%
Cc1cccc(CC2S/C(=N/c3ccccn3)NC2=O)c1 (stereo not given),25.5,-0.5%,i,-2.2%,1.2,37,-3.4,4.2%,-3.7%,761,-2.0%,15.2%
CCOC(=O)CC(NC(=O)c1ccccc1)c1ccc(OC)cc1 (stereo not given),15.8,-0.4%,i,-5.7%,-1.9,64,14.2,6.1%,-2.3%,719,12.0%,4.0%
CCOc1ccc(C2C3=C(CCCC3=O)N(CC(=O)O)C3=C2C(=O)CCC3)cc1,33.7,0.0%,i,6.1%,1.1,83,3.8,4.1%,-1.0%,822,2.3%,10.7%
CCOC(=O)CC(=O)CSc1nc(C)cc(-c2cccnc2)c1C#N,43.2,0.0%,i,12.1%,0.9,57,19.2,6.1%,-7.9%,731,17.2%,-2.1%
Nc1ncnc2c1ncn2CCN1CCCCC1,28.6,0.3%,i,17.3%,1.2,48,9.2,6.7%,-1.0%,766,0.5%,6.5%
c1ccc(Cc2cc[n+](Cc3ccccc3)cc2)cc1,29.7,-0.1%,i,1.0%,0.1,44,4.4,20.5%,-8.7%,635,2.4%,-3.2%
CCN=C1SC(CC(=O)NCC)C(=O)N1CC (stereo not given),9.1,-0.1%,i,10.4%,1.8,95,10.9,3.2%,-1.4%,787,1.8%,4.7%
Nc1nc(Nc2cccc(F)c2)nc(N2CCOCC2)c1[N+](=O)[O-],27.4,-0.2%,i,-11.7%,-0.4,58,24.6,-2.8%,-0.6%,699,6.9%,10.0%
Cn1c(SCC(=O)N2CCOCC2)nnc1-c1ccco1,15.9,-0.1%,i,1.2%,1.2,56,-6.8,-3.8%,-2.6%,837,2.8%,-0.8%
O=C(c1cccc(S(=O)(=O)Nc2ccccc2Cl)c1)N1CCC1,47.2,/,i,/,-0.5,54,/,/,/,/,9.4%,10.4%
O=C(CS(=O)CC(=O)Nc1ccc(Cl)cc1)NCC1OCCc2ccccc21 (stereo not given),/,0.0%,/,-0.9%,/,/,-3.8,1.6%,52.3%*,736,2.9%,9.3%
N#C/C(=C\c1cn(CCOc2ccccc2)c2ccccc12)C(=O)NCc1cccs1,48.8,0.2%,i,10.7%,1.9,57,-46.9,3.8%,-3.0%,667,6.9%,8.6%
COc1ccc(OC)c(-c2csc(NC(=O)Cc3ccccc3OC)n2)c1,13.6,-0.1%,i,-0.7%,1.4,49,30.3,-3.9%,2.7%,822,2.7%,4.6%
CN(C)CCN(C(=O)/C=C/c1cccs1)c1nc2ccc(F)cc2s1,51.8,-0.5%,i,15.0%,0.8,84,-2.9,17.8%,-2.7%,694,3.9%,7.0%
COc1ccccc1NC(NC(=O)c1ccco1)C(=O)c1ccccc1 (stereo not given),16.1,-0.2%,i,-12.6%,-0.8,58,/,-0.4%,-2.1%,/,12.4%,3.7%
Cc1nn(C)cc1CN1CCCC(C(=O)c2ccc(-c3ccccc3)c(F)c2)C1 (stereo not given),54.0,-0.3%,i,-3.1%,0.5,77,2.3,5.9%,-2.6%,618,7.9%,15.6%
CCCn1c(=O)c(C(=O)NCCc2ccc(OC)cc2)c(O)c2ccccc21,44.7,-0.2%,i,15.5%,4.3,69,-8.3,-1.3%,-3.3%,823,-0.5%,2.0%
CCCCCSc1nnc(C)c(=O)[nH]1,7.1,-0.1%,i,-11.2%,-1.0,49,/,-1.1%,-8.2%,/,-1.2%,10.5%
CC(=O)c1ccc(N2CCN(Cc3nc(Cc4ccccc4)no3)CC2)cc1,39.7,-0.1%,i,9.8%,0.7,87,-0.8,1.9%,6.3%,745,/,1.4%
Cc1noc(C)c1S(=O)(=O)N1CCC(C(=O)N2CCC(C)CC2)CC1,29.2,-0.1%,i,-1.7%,-3.6,81,-9.6,11.8%,-13.3%,825,4.5%,7.7%
CCCCNC(=O)O[C@H]1C[C@@H]2CCN3C(=O)CCC(C)(C)[C@H](C1)[C@H]23,13.2,-0.2%,i,-6.3%,2.1,90,-17.4,-5.6%,-9.7%,743,4.7%,8.9%
COc1ccc(Cc2nnc(NC(=O)c3cccc(F)c3)s2)cc1OC,59.8,-0.1%,i,-0.2%,-1.2,73,-3.5,4.8%,-7.9%,705,1.4%,4.9%
CCN(CC)c1ccc2cc(NC(=O)CCC(=O)O)c(=O)oc2c1,37.8,-0.2%,i,-15.3%,1.2,34,-1.6,1.0%,-3.6%,732,8.2%,-4.2%
COc1ccc(C2(CNC(=O)C(=O)Nc3ccc(C)cc3)CCOCC2)cc1,41.3,0.3%,i,-10.2%,0.0,36,-1.9,18.9%,-6.3%,693,?,-3.9%
Cc1ccc(Cl)cc1NS(=O)(=O)c1cc2[nH]c(=O)c(=O)[nH]c2cc1C,24.4,-0.1%,i,-16.3%,-0.7,59,-30.8,6.9%,3.2%,722,24.8%,0.9%
C/C(=N/OCc1ccc(Br)cc1)c1ccccn1,50.7,1.3%,i,7.0%,-1.1,81,1.4,6.8%,-2.6%,677,9.4%,0.5%
Cc1ccc(CN2C(=O)C(C)(C)Oc3ccc(C(=O)N4CCCCC4)cc32)cc1,8.0,0.3%,i,2.7%,-2.0,96,/,18.5%,-6.4%,/,17.6%,1.2%
COc1ccc(NC(=O)CSc2nc(N)c(NC(=O)c3ccccc3F)c(=O)[nH]2)cc1,32.9,-0.1%,i,1.6%,-1.2,52,-1.1,14.8%,-5.5%,830,13.7%,8.1%
COc1ccc(OCCOc2ccc(C)nc2[N+](=O)[O-])cc1,5.1,-0.3%,i,-1.7%,-1.2,62,-8.0,0.0%,-5.4%,640,3.9%,6.9%
O=C(O)c1cc(-c2cccs2)nn1-c1ccc(F)cc1,10.4,-0.6%,i,-6.3%,0.2,53,3.0,13.4%,-4.1%,700,0.8%,-4.4%
CCC(C)NC(=O)CN(c1cc(C)ccc1OC)S(C)(=O)=O (stereo not given),10.2,-0.1%,i,-6.3%,0.5,42,-1.7,5.6%,-2.9%,741,7.4%,4.7%
c1ccc(-c2noc(C3CCC3)n2)nc1,40.5,-0.3%,i,-1.7%,-1.0,37,-1.2,-5.2%,3.1%,714,11.4%,/
CCN1CCSc2ccc(C(=O)NCc3ccccc3C)cc21,44.2,0.6%,i,-2.7%,-1.2,46,-13.0,-1.1%,-10.4%,680,16.9%,15.9%
O=C(N/C(=C\c1ccccc1)C(=O)N1CCN(CCO)CC1)c1ccccc1,42.7,-0.5%,i,5.6%,2.3,68,-7.0,5.3%,-6.7%,725,1.7%,6.1%
O=C(NCc1cccc(Cl)c1)c1ccc(-c2csnn2)cc1,3.8,0.1%,i,0.6%,-0.1,57,1.2,-3.8%,-9.5%,719,4.0%,-9.7%
CCOc1ccccc1C(=O)N(C)Cc1cc2ccccc2[nH]c1=O,30.4,-0.4%,i,20.4%,0.5,50,/,8.9%,3.2%,/,-0.4%,4.2%
CC(=O)NCCOc1ccc2oc3ccccc3c2c1,31.6,-0.2%,i,3.2%,0.2,68,8.7,40.9%,0.7%,707,13.2%,7.0%

Random draw from the library; any-hit rate near 1.8%.
